Source: PubChem BioAssay (NMMLSC)
LAP4-GFP MLPCN: yeast TOR pathway LAP4-GFP modulation; 320,000 tested, 0.34% active; GFP response vs DMSO, % at 10 µM; S. cerevisiae LAP4-GFP multiplex, flow cytometry GFP, 3 h; median GFP as percent of DMSO wells; AID 2023;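 active means GFP response vs DMSO above a set limit, about the screen mean plus 3 SD, cut at about 150% in these data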
VLA-4 inh: inhibition in a human VLA-4 binding assay. AID 2557. inhibition, % (about 7 µM as worked out from the volumes in the protocol). VLA-4 expressing cells, ligand binding flow cytometry. 330,000 tested, 0.2% active; in the data active means inhibition above about 50%
Target sequence (P13612 whole entry, looked up): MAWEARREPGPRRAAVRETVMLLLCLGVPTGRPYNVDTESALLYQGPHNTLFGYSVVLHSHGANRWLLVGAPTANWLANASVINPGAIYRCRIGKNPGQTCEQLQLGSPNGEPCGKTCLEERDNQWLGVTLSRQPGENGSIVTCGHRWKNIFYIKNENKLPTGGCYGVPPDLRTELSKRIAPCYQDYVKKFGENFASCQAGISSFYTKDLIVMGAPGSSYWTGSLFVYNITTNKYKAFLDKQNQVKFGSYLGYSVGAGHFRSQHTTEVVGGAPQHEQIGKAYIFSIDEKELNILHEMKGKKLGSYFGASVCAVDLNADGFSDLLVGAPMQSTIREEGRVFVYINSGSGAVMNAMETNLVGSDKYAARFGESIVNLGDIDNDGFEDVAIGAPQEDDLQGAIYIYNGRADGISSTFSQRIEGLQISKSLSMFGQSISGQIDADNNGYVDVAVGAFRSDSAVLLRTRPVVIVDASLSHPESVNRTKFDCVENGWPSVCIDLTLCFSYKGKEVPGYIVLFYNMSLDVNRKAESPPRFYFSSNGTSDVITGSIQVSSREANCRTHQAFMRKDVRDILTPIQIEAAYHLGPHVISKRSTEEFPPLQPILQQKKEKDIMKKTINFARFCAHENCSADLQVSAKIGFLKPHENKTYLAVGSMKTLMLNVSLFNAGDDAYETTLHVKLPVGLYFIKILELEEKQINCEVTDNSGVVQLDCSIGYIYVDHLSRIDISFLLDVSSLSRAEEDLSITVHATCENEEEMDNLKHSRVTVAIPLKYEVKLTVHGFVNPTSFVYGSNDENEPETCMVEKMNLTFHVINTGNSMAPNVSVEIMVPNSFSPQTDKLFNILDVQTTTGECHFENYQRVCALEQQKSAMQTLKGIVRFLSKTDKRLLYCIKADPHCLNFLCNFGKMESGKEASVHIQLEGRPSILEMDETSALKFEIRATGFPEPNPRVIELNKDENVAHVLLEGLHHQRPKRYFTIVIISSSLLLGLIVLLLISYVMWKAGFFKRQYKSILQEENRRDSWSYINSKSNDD
AGP1 TOR yeast: alters AGP1-GFP fluorescence in TOR pathway yeast screen; GFP response vs DMSO, % at 10 µM; S. cerevisiae AGP1-GFP multiplex flow cytometry, 3 h; GFP as percent of DMSO wells; 320,000 tested, 0.02% active;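 active means GFP response relative to DMSO above a set limit, near screen average plus 3 SD, cut at about 150% in these data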;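 further: median GFP channel fluorescence of the gated AGP1 strain per well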
RPL19A-GFP yeast: modulators of TOR pathway RPL19A-GFP in S. cerevisiae | S. cerevisiae RPL19A-GFP strain, flow cytometry, 3 h; stronger effect = lower value | percent response vs DMSO, % at 10 µM | 330,000 tested, 0.3% active;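 active means percent response vs DMSO below 50%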;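 further: median channel GFP fluorescence of the barcoded RPL19A-GFP strain; ratio of sample median GFP to plate DMSO average so 100% = DMSO; lower means less RPL19A-GFP as with rapamycin TOR inhibition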
MEP2 TOR yeast: modulators of TOR pathway MEP2-GFP in S. cerevisiae; S. cerevisiae MEP2-GFP strain, flow cytometry GFP, 3 h; 100% = DMSO control level; GFP response vs DMSO, % at 10 µM; 330,000 tested, 0.51% active;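 active means GFP response versus DMSO above a set limit, roughly screen mean plus 3 SD, cut at about 180% in these data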;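 further: median GFP fluorescence of the barcode-gated MEP2-GFP cells per well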
CR mimetic SO: lowers age-related superoxide in aged yeast cells | superoxide response (% of plate mean), % at 10 µM | S. cerevisiae aged cells, superoxide DHE fluorescence; stronger effect = lower value | 330,000 tested, 0.18% active;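 active means superoxide response under a set limit, about three screen SD below normal, cut at about 65% in these data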;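 further: yeast aged for seven days with compound at 30 °C before DHE staining; 100% = average MFI of all compound-treated wells on the plate with controls excluded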
CIT2-GFP yeast: modulators of TOR pathway CIT2-GFP in S. cerevisiae. S. cerevisiae CIT2-GFP strain, flow cytometry, 3 h; 100 means same as DMSO wells. GFP response vs DMSO, % at 10 µM. 320,000 tested, 0.065% active. AID 2029;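 active means GFP response relative to DMSO above a set limit, near the screen mean plus 3 SD, cut at about 150% in these data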;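 further: ratio of well median GFP fluorescence to mean of DMSO wells on the plate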
GRK2 aptamer HTS: human GRK2 inhibition via aptamer displacement | P25098 | bead flow cytometry, FAM-aptamer displacement from GRK2 | inhibition of aptamer binding, % at 10 µM | 330,000 tested, 0.59% active | AID 488847;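 active means inhibition of aptamer binding above 40%, roughly 3 SD of noise, on plates passing a quality check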;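 further: median bead fluorescence of bound FAM aptamer so fluorescent compounds give negative values; no value below 0 was filed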
Starred values were filed as active, the others as inactive; . = no result given.

Under each structure – LAP4-GFP MLPCN	CIT2-GFP yeast	CR mimetic SO	AGP1 TOR yeast	GRK2 aptamer HTS	MEP2 TOR yeast	RPL19A-GFP yeast	VLA-4 inh
COc1cc([N+](=O)[O-])ccc1NC(=O)Nn1cnnc1
    97	109	98	97	0	106	98	13
CC(=O)c1cc2c(cc1NC(=O)c1cnc(C)cn1)OCO2
    93	100	93	100	5	101	96	18
COc1ccccc1N1CCN(CCCn2c(=S)[nH]c3ccccc3c2=O)CC1
    94	102	77	99	0	105	104	2
Cc1c(NC(=O)CN2C(=O)c3ccccc3S2(=O)=O)c(=O)n(-c2ccccc2)n1C
    102	103	100	101	0	101	96	23
CC1(C)Cc2c(sc3nc4n(-c5ccccc5)cnn4c(=O)c23)CO1
    108	94	111	102	0	95	91	5
COc1ccccc1NC(=S)NNC(=O)c1c(Cl)c(C)nn1C
    107	100	113	106	0	106	105	-6
O=C(O)CN=C1CC(c2ccccc2)CC(=O)/C1=C(/O)CCCN1C(=O)c2ccccc2C1=O (stereo unspecified)
    100	92	119	99	0	96	98	-1
CCOc1ccc(N(CC(=O)Nc2cccnc2)S(=O)(=O)c2ccc(C)cc2)cc1
    89	82	96	91	0	90	86	4
COCCCNC(=O)c1ccc2c(=O)n(CC3CCCO3)c(=S)[nH]c2c1 (stereo unspecified)
    107	98	106	97	2	100	99	23
CCCCN(C)c1c(N2CCC(C(=O)OCC)CC2)c(=O)c1=O
    91	79	108	104	0	91	94	-2
CN1CC(c2ccccc2Cl)C2(COc3ccccc3C2=O)C12C(=O)Nc1ccccc12 (stereo unspecified)
    104	99	97	101	0	98	101	11
O=C(Nc1ccncc1)c1ccc(Cl)cc1
    100	110	110	105	1	110	108	16
CCOC(=O)c1cccc(NC(=O)c2cc3ccccc3o2)c1
    99	101	115	101	2	98	105	1
COC(=O)c1c(C(=O)OC)c(-c2cccc(C)c2)n2c1CS(=O)(=O)C2
    99	104	108	103	0	102	104	4
COCCn1c(N2CCCC2)nc2c1c(=O)[nH]c(=O)n2C
    101	98	97	100	3	115	104	4
COc1ccccc1-c1ccc(SCC(=O)Nc2cc(C)on2)nn1
    100	95	88	99	0	97	98	1
CN1CCC(=O)N(CCSc2ccccc2)CC1
    127	65	112	75	3	95	94	-6
Cc1c(/C=C2\SC(=O)N(CC(=O)Nc3ccc4c(c3)OCO4)C2=O)c2ccccc2n1C
    95	98	85	100	0	98	99	-9
COc1ccc(C(=O)NCCOc2ccccc2)cc1S(=O)(=O)N1CCOCC1
    104	98	98	99	1	97	97	7
O=C(c1ccc(Cl)cc1)c1c[nH]c(C(=O)NNc2cccc(Cl)n2)c1
    90	.	117	96	1	101	100	2
N/C(=N\OC(=O)c1cccc(Cn2cc(C(F)(F)F)ccc2=O)c1)c1ccccc1
    107	82	107	96	0	93	95	1
CC(Sc1ccccc1)C(=O)NCCc1ccccc1 (stereo unspecified)
    97	96	101	103	2	103	97	6
CCOc1cc(-c2nc(C)c(C(C)=O)n2O)ccc1OCC(=O)Nc1cccc(C)c1
    117	87	101	91	5	100	97	4
c1ccc2[nH]c(CSc3nccs3)nc2c1
    91	99	118	97	0	91	96	-8
Cc1cc(/C=N/NC(=O)C(=O)NCc2ccccn2)c(C)n1-c1cccc(Br)c1
    93	99	101	93	2	97	100	16
CC1=NN(C(C#N)c2ccccc2)C(C)(C)C1 (stereo unspecified)
    97	104	83	101	0	107	105	7
CC(=O)N(C(C)=O)c1ncnc2c1c(-c1ccc(Cl)cc1)nn2C(C)(C)C
    96	90	90	97	0	93	95	0
COC(=O)C1=C(C)NC(C)=C(C(=O)OCC2CCCO2)C1c1ccc(Cl)c([N+](=O)[O-])c1 (stereo unspecified)
    96	98	98	96	2	97	94	-8
O=C(CCCCl)Oc1ccc2cc(-c3ccc4ccccc4n3)c(=O)oc2c1
    75	90	104	90	1	89	95	-15
COc1ccc(CCN2C(=S)N(c3ccccc3)C(=O)C2CC(=O)O)cc1OC (stereo unspecified)
    93	105	112	106	0	109	107	-4
Cc1ccccc1OCc1nnc(SCC(=O)Nc2ccc3nc(SCC(=O)NC(C)(C)C)sc3c2)n1C
    89	86	104	.	3	88	89	7
COc1ccc(CNC(=O)C2CCN(S(=O)(=O)c3c(C)noc3/C=C/N(C)C)CC2)cc1
    97	101	98	104	2	105	103	8
O=C(Cn1nnc(-c2ccccc2NC(=O)c2cccs2)n1)Nc1ccccc1
    98	100	117	102	1	109	103	7
CC12COC3(P(=O)(c4ccccc4)c4ccccc4)CC1CCC23CP(=O)(c1ccccc1)c1ccccc1 (stereo unspecified)
    93	105	88	105	0	109	103	8
O=C(Nc1ccc(Cc2ccncc2)cc1)C1CC1
    95	100	102	105	0	105	106	9
CCOC(=O)C1(C)NC(c2ccc(O)cc2)C2C(=O)N(c3ccccc3)C(=O)C21 (stereo unspecified)
    78	91	98	85	5	92	94	5
Cc1ccc(S(=O)(=O)N2CCN(C(=O)CN3CCN(C)CC3)C2)cc1
    105	103	95	103	0	105	102	0
CSc1cccc(NC(=O)CCNC(=O)c2ccco2)c1
    95	107	98	100	0	103	98	-6
CCOc1ccccc1N(CC(=O)Nc1ccc(OC)cc1)S(=O)(=O)c1ccccc1
    99	109	87	99	0	108	103	12
COc1cccc(N2CCN(C(=O)Nc3ccc4c(c3)NC(=O)CO4)CC2)c1
    113	105	101	109	0	113	103	6
CCc1c(O)nc(SCC(=O)Nc2nc3ccccc3s2)n(-c2ccccc2)c1=O
    99	94	91	92	2	101	104	0
Cc1ccc(S(=O)(=O)c2nc(-c3cccs3)oc2NCCCN(C)C)cc1
    102	104	118	109	0	110	110	3
Cc1cccc(NC(=S)NC(=O)C(c2ccccc2)c2ccccc2)n1
    106	102	99	108	2	108	.	20
CC(C)Nc1nnc(SCC(=O)NCc2ccc3c(c2)OCO3)s1
    85	.	89	85	0	91	84	2
CC(=O)Oc1ccc2c(c1)OC(c1ccccc1)CC21CC(C)(C)NC(=O)N1 (stereo unspecified)
    95	106	100	93	2	107	98	-1
O=[N+]([O-])c1ccccc1S(=O)(=O)N/C(=N/S(=O)(=O)c1ccccc1)c1ccccc1
    91	96	115	101	0	93	99	0
CN(CC(=O)Nc1ccccc1C(=O)NC1CC1)Cc1ccco1
    84	91	109	96	1	96	95	2
Cn1cccc1C(=O)NC(=O)COC(=O)c1ccccc1O
    104	93	124	98	0	96	97	55*
COc1ccccc1CNC(=O)C(=O)Nc1ccc(C(=O)N2CCC(C)CC2)cc1
    102	114	106	111	0	105	105	2
OCCNCC(O)CN1c2ccccc2Sc2ccccc21 (stereo unspecified)
    94	106	96	104	0	110	103	1
COc1cccc(CNC(=O)CCC2CCCN(C(=O)c3ccccc3N(C)C)C2)c1 (stereo unspecified)
    99	94	100	102	5	94	98	4
CCOc1ccc(CSC(=N)N)cc1Cl
    112	101	104	111	0	94	98	14
COc1ccc(S(=O)(=O)N2CCC(C(=O)N3CCN(c4ccccc4OC)CC3)CC2)cc1
    105	96	102	.	2	97	96	7
O=C1C(=O)N(Cc2ccncc2)C(c2ccccc2F)/C1=C(\O)c1ccc2c(c1)OCCO2 (stereo unspecified)
    98	109	101	106	1	104	100	-11
COc1cccc(NC(=O)CN(C)C(=O)c2ccc(NC(=O)CC3SC(N4CCCCC4)=NC3=O)cc2)c1 (stereo unspecified)
    97	89	90	90	0	104	91	8
O=C(OCCN1C(=O)c2ccccc2C1=O)[C@@H]1CC(O)CN1S(=O)(=O)c1ccccc1[N+](=O)[O-] (stereo partly specified)
    84	89	106	87	1	100	99	8
CC(C)[C@H](NS(=O)(=O)c1ccccc1)C(=O)OCC(=O)N1N=C(c2ccc(Cl)cc2)CC1c1ccco1 (stereo partly specified)
    87	102	91	100	1	101	100	-49
COC(=O)c1ccc(CNC(=O)c2ccc(OCC(=O)N3CCOCC3)c(OC)c2)cc1
    103	96	103	105	2	103	100	-3
Nc1ncc(Br)cc1S(=O)(=O)NCCC(=O)NCCc1ccc(Cl)cc1
    102	103	99	102	0	101	102	25
S=C(NCc1cccnc1)NCc1cccnc1
    110	110	74	106	0	106	99	0
O=C(CN(c1ccccc1)S(=O)(=O)c1ccccc1)N1CCN(Cc2ccc3c(c2)OCO3)CC1
    89	90	97	.	2	88	89	10
CCOC(=O)C1=NN(c2ccc(OC)cc2)C2C(=O)N(c3ccccc3OC)C(=O)C12 (stereo unspecified)
    102	100	107	106	2	101	97	-17
O=C(NCc1ccc2c(c1)OCO2)c1cc(-c2ccccn2)nc2ccccc12
    109	115	92	114	0	113	110	-3

Ordered by length of the SMILES (lowest first): part of the list above
Under each structure – LAP4-GFP MLPCN	CIT2-GFP yeast	CR mimetic SO	AGP1 TOR yeast	GRK2 aptamer HTS	MEP2 TOR yeast	RPL19A-GFP yeast	VLA-4 inh
CCOc1ccc(CSC(=N)N)cc1Cl
    112	101	104	111	0	94	98	14
OCCNCC(O)CN1c2ccccc2Sc2ccccc21 (stereo unspecified)
    94	106	96	104	0	110	103	1
Cn1cccc1C(=O)NC(=O)COC(=O)c1ccccc1O
    104	93	124	98	0	96	97	55*
CN(CC(=O)Nc1ccccc1C(=O)NC1CC1)Cc1ccco1
    84	91	109	96	1	96	95	2
CC(C)Nc1nnc(SCC(=O)NCc2ccc3c(c2)OCO3)s1
    85	.	89	85	0	91	84	2
Cc1ccc(S(=O)(=O)c2nc(-c3cccs3)oc2NCCCN(C)C)cc1
    102	104	118	109	0	110	110	3
O=C(NCc1ccc2c(c1)OCO2)c1cc(-c2ccccn2)nc2ccccc12
    109	115	92	114	0	113	110	-3
CCc1c(O)nc(SCC(=O)Nc2nc3ccccc3s2)n(-c2ccccc2)c1=O
    99	94	91	92	2	101	104	0
CC(=O)Oc1ccc2c(c1)OC(c1ccccc1)CC21CC(C)(C)NC(=O)N1 (stereo unspecified)
    95	106	100	93	2	107	98	-1
COC(=O)c1ccc(CNC(=O)c2ccc(OCC(=O)N3CCOCC3)c(OC)c2)cc1
    103	96	103	105	2	103	100	-3
CCOC(=O)C1=NN(c2ccc(OC)cc2)C2C(=O)N(c3ccccc3OC)C(=O)C12 (stereo unspecified)
    102	100	107	106	2	101	97	-17
COc1ccc(S(=O)(=O)N2CCC(C(=O)N3CCN(c4ccccc4OC)CC3)CC2)cc1
    105	96	102	.	2	97	96	7
O=C1C(=O)N(Cc2ccncc2)C(c2ccccc2F)/C1=C(\O)c1ccc2c(c1)OCCO2 (stereo unspecified)
    98	109	101	106	1	104	100	-11
O=C(CN(c1ccccc1)S(=O)(=O)c1ccccc1)N1CCN(Cc2ccc3c(c2)OCO3)CC1
    89	90	97	.	2	88	89	10
O=[N+]([O-])c1ccccc1S(=O)(=O)N/C(=N/S(=O)(=O)c1ccccc1)c1ccccc1
    91	96	115	101	0	93	99	0
COc1cccc(NC(=O)CN(C)C(=O)c2ccc(NC(=O)CC3SC(N4CCCCC4)=NC3=O)cc2)c1 (stereo unspecified)
    97	89	90	90	0	104	91	8
CC(C)[C@H](NS(=O)(=O)c1ccccc1)C(=O)OCC(=O)N1N=C(c2ccc(Cl)cc2)CC1c1ccco1 (stereo partly specified)
    87	102	91	100	1	101	100	-49
